Screening results from PubChem BioAssay.
TROY NFkB inh – TROY signaling inhibition; Q293 LMP1-TROYcd NF-kB luciferase reporter, 4 h; inhibition, % at 10 µM; 360,000 compounds, 0.98% hits; AID 1347056;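 active = compounds whose plate-normalised and pattern-corrected inhibition of the luciferase reporter signal at the single screening dose is 50% or more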
HIF-2a inh – inhibitors of HIF-2a | 786-0 RCC cells HIF-2a reporter, luciferase luminescence, overnight | AID 624352 | inhibition, % at 18.8 µM | 360,000 compounds, 0.72% hits;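 active = inhibition of the luminescence signal of 40% or more relative to plate controls, in a single-dose primary screen at 18.75 µM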
KKLEB cytotox – CF airway cell cytotoxicity counter-screen | KKLEB CF airway cells viability, ATPlite luminescence, overnight; stronger effect = lower value; cells stimulated with P. aeruginosa culture filtrate | activity change (cytotoxicity), % at 5 µM | 360,000 compounds, 0.36% hits | AID 602141;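 active = corrected activity change at or below -50% at 5 µM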
Shn3 3UTR inh – Schnurri-3 reporter inhibition in Clone20 osteoblasts; Clone20 osteoblast Shn3 3'UTR firefly luciferase, 24 h; inhibition, % at 12.5 µM; 360,000 compounds, 0.52% hits; AID 588674;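 active = mean inhibition of at least 75% with every replicate also reaching 75%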;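 also: 0% = median of neutral control wells and 100% = pilot-screen positive control compound; some compounds past the cut are filed as inactive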
TWEAK-Fn14 inh – TWEAK-Fn14 signaling inhibition | AID 1159606 | 360,000 compounds, 2% hits | inhibition, % at 10 µM | TWEAK-stimulated Fn14 reporter cells, luciferase luminescence, 8 h; in the data active = inhibition above about 50%
MITF TRPM1 inh – inhibitors of MITF-driven TRPM1 promoter in melanoma cells; SK-MEL-5 TRPM1 promoter luciferase, 24 h; inhibition, % at 12.5 µM; 330,000 compounds, 0.83% hits;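 active = mean inhibition across replicates of 60% or more, whatever share of single replicates reaches that level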; also: values of inactives mirror those of a sister screen read the other way
CF NFkB inh – blocks PAF-induced NF-kB reporter in cystic fibrosis cells. 360,000 compounds, 0.86% hits. inhibition, % at 5 µM. KKLEB NF-kB-GFP reporter, GFP fluorescence overnight;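 active = at least 50% inhibition at 5 µM, scaled per plate between neutral and stimulator controls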;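 also: PAF is a Pseudomonas aeruginosa culture filtrate used as stimulus; plate controls were PAF-stimulated DMSO wells for no effect and unstimulated DMSO wells for full effect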
NR2E3 ag-1 – activates human photoreceptor nuclear receptor NR2E3 | Q9Y5X4 | GST-NR2E3/biotin-RetCOR TR-FRET, 1536-well | inhibition of corepressor binding, % at 4.78 µM | 320,000 compounds, 0.12% hits | AID 2300;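 active = percent inhibition above the cutoff of mean plus 3 SD of all tested compounds, set per screening campaign, cut at about 20% in these data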;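 also: 0% = DMSO wells and 100% = biotin wells as full block of FRET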
Target sequence (Q9Y5X4 whole entry, looked up): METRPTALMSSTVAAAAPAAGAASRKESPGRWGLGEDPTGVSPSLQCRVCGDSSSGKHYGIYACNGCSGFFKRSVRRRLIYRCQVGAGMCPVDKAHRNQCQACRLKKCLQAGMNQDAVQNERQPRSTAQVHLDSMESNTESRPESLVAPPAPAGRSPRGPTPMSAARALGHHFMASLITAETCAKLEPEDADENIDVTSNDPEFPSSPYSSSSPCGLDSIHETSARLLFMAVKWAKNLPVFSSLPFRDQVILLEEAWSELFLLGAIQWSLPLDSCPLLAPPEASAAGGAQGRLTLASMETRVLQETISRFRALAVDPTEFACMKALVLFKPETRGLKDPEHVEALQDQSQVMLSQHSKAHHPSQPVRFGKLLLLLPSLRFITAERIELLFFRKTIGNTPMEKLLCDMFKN
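System: GST-tagged NR2E3 plus biotinylated RetCOR corepressor; Amount: 1.35 nM GST-tagged NR2E3 final; Dosing: single nominal compound dose of 4.8 µM; Schedule: 5 h incubation at 4 °C; Technique: TR-FRET with europium anti-GST and streptavidin-D2, 340 nm excitation; Controls: biotin wells as high control, 0.6% DMSO wells as low control.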
NR2E3 ag-2 – activates human NR2E3 receptor; Q9Y5X4; CHO-S Gal4-NCOR/VP16-NR2E3 two-hybrid, luciferase; inhibition of corepressor binding, % at 3.98 µM; 360,000 compounds, 0.35% hits; AID 602229;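 active = inhibition above the mean of all tested compounds plus 3 SD, cut at about 70% in these data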;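 also: 0% = DMSO with NR2E3 transfected cells and 100% = cells lacking NR2E3 construct; higher means lower luciferase signal from less NR2E3 corepressor binding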
Peg3 promoter – inhibitors of Peg3 promoter. HeLa PEG-Prom luciferase reporter, luminescence, overnight. inhibition, % at 20 µM. AID 588405. 360,000 compounds, 1.7% hits;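 active = inhibition of at least 50% at 20 µM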
TRAIL sens C8 – caspase-8 TRAIL sensitization | inhibition (viability loss, TRAIL sensitization), % at 10 µM | NB7+C8 cells + TRAIL, ATPlite viability luminescence | 360,000 compounds, 1% hits;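 active = compounds causing at least 50% loss of cell viability in the single-dose screen, relative to plate controls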
Active calls of the source: *; . = no result given. The list is partial; count on the stated rates, not on these rows.

SMILES	TROY NFkB inh	HIF-2a inh	KKLEB cytotox	Shn3 3UTR inh	TWEAK-Fn14 inh	MITF TRPM1 inh	CF NFkB inh	NR2E3 ag-1	NR2E3 ag-2	Peg3 promoter	TRAIL sens C8
Cn1c(NC(=O)C2CC2)cc(=O)n(C)c1=O	-9	10	-4	5	-29	0	-13	6	-1	-6	6
COc1ccccc1NC(=O)COc1coc(CN2CCN(c3ccccc3)CC2)cc1=O	6	-5	17	6	-2	-4	-30	4	4	8	-19
CSc1n[nH]c(N)c1S(=O)(=O)c1ccc(Cl)cc1	-4	18	-5	19	17	-2	11	1	-17	19	-8
N=c1n(Cc2ccccc2)c2ccccc2n1CC(O)c1ccccc1 (stereo not drawn)	0	28	-23	47	1	20	7	2	-9	24	20
CCOC(=O)/C=C/c1cnn(-c2ccccc2)c1	-23	-142	6	-61	-24	-42	4	2	-181	-235	5
O=C(c1oc(=O)c2ccccc2c1-c1ccccc1)N1CCOCC1	8	16	0	15	4	-7	-4	3	-12	-3	0
O=C(Cc1ccccc1)Nc1ccccc1Sc1ccccc1	-29	5	7	5	17	2	9	1	-12	-2	3
COc1cccc(C2/C(=C(/O)c3ccc(C)cc3)C(=O)C(=O)N2Cc2ccco2)c1 (stereo not drawn)	-22	16	-8	-20	16	6	14	15	-16	12	-5
Nc1nnnn1/N=C/c1ccccc1O	-8	-7	-1	-1	0	-7	8	0	14	-25	-2
O=C(NCCCN1CCCC1=O)Nc1ccc(Cl)cc1	-13	-107	2	1	-6	-32	-4	1	-10	-42	-5
COc1ccc(S(=O)(=O)N2CC(C(=O)O)Oc3ccc(CC(=O)O)cc32)cc1 (stereo not drawn)	5	12	3	8	-4	1	3	3	-27	-4	-8
Cc1cc(C(=O)CN2C(=O)NC3(CCCCC3)C2=O)c(C)n1-c1ccc2c(c1)OCO2	-26	7	5	22	8	1	0	-1	-9	11	-6
CN(C1=NS(=O)(=O)c2ccccc21)c1ccc(OC(=O)c2ccncc2)cc1	29	12	12	-3	16	-2	-7	1	-16	11	-10
CCCC(C(=O)Nc1nccs1)c1ccccc1 (stereo not drawn)	-13	7	9	-8	-11	9	-5	-1	-13	0	-17
COc1ccc(NC(=O)CSc2nnc(NC(=O)c3ccco3)s2)cc1	-49	-86	8	-36	-21	-22	8	5	-18	-67	10
COc1cccc(S(=O)(=O)Nc2ccc(C(=O)N3CCN(C(=O)c4ccco4)CC3)cc2)c1	12	3	-1	-18	14	-5	8	0	2	13	-6
COc1ccc(/C=N\NC(=O)c2ccccc2Br)cc1COc1ccccc1	33	-5	0	22	43	8	-19	0	12	22	11
COc1ccc(C2(O)CCN(CC(=O)Nc3nccs3)CC2)c(OC)c1	5	2	-20	-7	1	3	8	1	-30	-2	-6
C=C1CCC[C@]2(C)C[C@H]3OC(=O)C(CNC(C)CC)[C@H]3CC12 (stereo partly drawn)	-14	13	-3	-2	4	-4	-2	-3	7	-18	3
CC1CCN(S(=O)(=O)c2cccc(C(=O)N3CCN(c4ccc(F)cc4)CC3)c2)CC1	14	3	-5	8	8	11	2	2	30	-4	21
COCCNC(=O)c1onc(CSc2ccccc2C)c1C(=O)O	-10	9	3	-2	8	-5	-1	0	-27	2	-19
Cc1ccnc(NC(=O)CC(NC(=O)c2ccccc2Cl)c2ccccc2)c1 (stereo not drawn)	21	-178	-6	-49	-14	-56	20	2	-90	-256	-9
CCCCC(CC)CNC(=O)C(=O)C1C(=O)Nc2ccccc21 (stereo not drawn)	14	16	-7	44	5	6	2	-3	-11	16	-3
COc1ccc(-c2cc3nc(NCc4ccc(NC(C)=O)cc4)n(C)c(=O)c3s2)cc1OC	19	-4	-1	-4	-38	.	-3	.	-7	-3	-1
CCOC1=C2CN(S(=O)(=O)c3ccc(Cl)cc3)[C@H](c3ccccc3)C[C@@H]2N(S(=O)(=O)c2ccc(C)cc2)[C@H](c2ccccc2)C1	3	-2	8	71	-3	.	2	.	-28	6	-9

More results
SMILES	TROY NFkB inh	HIF-2a inh	KKLEB cytotox	Shn3 3UTR inh	TWEAK-Fn14 inh	MITF TRPM1 inh	CF NFkB inh	NR2E3 ag-1	NR2E3 ag-2	Peg3 promoter	TRAIL sens C8
COC(=O)CCC(=O)OC1(C)C(=O)C=C2C=C(C3CC3)N(Cc3ccco3)C=C2C1=O (stereo not drawn)	-7	4	3	-13	14	7	-36	-1	-21	-7	-2
O=[N+]([O-])c1c(NCCCO)cc(SCc2ccco2)c2nonc12	12	22	-11	-38	-7	9	6	5	-22	16	5
COc1ccc(OCc2nnc(SCC(=O)N(C)Cc3ccccc3)n2N)cc1	-16	-3	-2	13	8	9	12	3	-1	-27	-7
CC1CCCN(c2sc(S(C)(=O)=O)nc2S(=O)(=O)c2ccc(Cl)cc2)C1 (stereo not drawn)	19	16	-17	1	51*	6	39	-2	24	18	3
CC(=O)c1cccc(NC(=O)CCc2nnc3ccc(N4CCOCC4)nn23)c1	-2	13	0	-4	4	-2	11	-3	20	9	0
COc1ccc(C(=O)NCc2nnc(SCC(=O)N3CCCCC3)o2)cc1OC	3	4	15	2	-13	-6	-7	-3	-15	7	0
CCOC(=O)C1=CCN(S(=O)(=O)c2ccc(C)cc2)C1c1cccc(F)c1 (stereo not drawn)	22	9	0	5	0	.	8	.	-3	4	0
COc1ccc(S(=O)(=O)NCC2CCC(C(=O)O)CC2)cc1 (stereo not drawn)	4	15	2	-16	-7	5	-11	-3	1	3	-10
COc1cc(/C=C/c2nc3ccccc3c(=O)[nH]2)cc(OC)c1OC	-18	-65	-11	-51	17	-20	-6	-1	-46	-39	10
Cc1c(C(=O)NCc2ccc(C(F)(F)F)cc2)sc(=O)n1Cc1ccc(S(=O)(=O)N(C)C)cc1	32	4	7	68	57*	.	-15	.	31	19	9
O=C(NC1CCN(C(=O)Nc2ccccc2Cl)CC1)c1cccc(F)c1	2	4	8	-1	24	-3	9	-3	3	-3	-13
Cc1cnc(NC(=O)CSc2nnc(C)n2N)s1	-9	-1	10	-20	34	1	-13	-4	11	-1	1
CCN(c1ccccc1)S(=O)(=O)c1cc(C(=O)Nc2cccc(Cl)c2)ccc1F	46	-18	6	50	68*	11	12	-6	-6	27	20
CC(NC(=S)Nc1ccc(S(N)(=O)=O)cc1)c1ccc2c(c1)OCO2 (stereo not drawn)	-4	16	-3	19	-3	-6	-7	-4	-13	18	-13
Cc1cc(C)n(C(=O)c2nn(C)c(C)c2[N+](=O)[O-])n1	-10	11	5	7	15	9	10	2	13	9	-11
Nc1nonc1C(=O)NCCNC(=O)c1ccc(Cl)c(Cl)c1	-7	32	4	-6	9	8	8	2	1	9	13
CC1(C)c2ccccc2N2CC(=O)N(CC(N)=O)C21C (stereo not drawn)	5	11	-5	3	29	2	6	1	-4	-5	7
CC(C)c1ccc(S(=O)(=O)N2CCN(C(=O)n3ccnc3)CC2)cc1	5	6	-1	-13	10	-1	-4	3	7	11	-6
C=CCCC(=O)N1CCCC(C(=O)c2cccc(OC)c2)C1 (stereo not drawn)	-11	-31	-10	-25	-8	-9	-10	4	-35	7	-5
O=C(NN1CCOCC1)c1ccccc1NS(=O)(=O)c1ccc(F)cc1F	-10	11	6	0	10	9	13	.	-35	5	3
O=C(Cn1ccc2ccccc2c1=O)NCCC(=O)N1CCN(C2CCCCC2)CC1	6	13	3	0	0	-2	10	-1	5	18	-18
Cc1cccc(C(=O)Oc2ccc(/C=N/NC(=O)Cc3ccc([N+](=O)[O-])cc3)cc2)c1	-12	-12	-7	-3	-13	-6	9	1	-3	12	-2
Cc1ccc(C(=O)N2CCN(c3ccc(NC(=S)NC(=O)Cc4ccccc4)cc3)CC2)cc1	4	5	21	79	-5	8	-1	1	72*	5	8
CC(C)c1ccc(Nc2ncc3c(n2)CCN(C(=O)NC2CCCCC2)C3)cc1	13	-47	-2	-6	34	.	-14	.	-30	-38	-2
COc1ccccc1OCC(=O)N1CCN(C(=O)COc2ccccc2OC)CC1	-1	8	-1	-13	0	17	-8	2	-12	-6	1

More structures follow:
SMILES	TROY NFkB inh	HIF-2a inh	KKLEB cytotox	Shn3 3UTR inh	TWEAK-Fn14 inh	MITF TRPM1 inh	CF NFkB inh	NR2E3 ag-1	NR2E3 ag-2	Peg3 promoter	TRAIL sens C8
Cc1ccc(N(C(=O)c2csnn2)C(C(=O)NC2CCCCC2)c2ccco2)cc1 (stereo not drawn)	-3	4	4	2	0	8	0	0	-18	8	11
Cc1cccc(C)c1OCC(=O)Nc1ccc2c(c1)OCCO2	-26	-204	-1	-25	-31	-41	-7	3	-84	-195	28
O=C1CC(N2CCC(O)CC2)C(=O)N1c1ccc(Br)cc1 (stereo not drawn)	-10	6	3	-18	7	15	-3	0	1	5	12
Cn1c(SCc2ccccc2)nnc1-c1c[nH]c2ccccc12	-53	-282	8	-50	-26	.	1	1	-120	-243	-3
O=C(COC(=O)Cc1ccc(Br)cc1)Nc1c(F)c(F)c(F)c(F)c1F	14	13	8	21	-17	-5	1	-1	-8	11	10
O=C(NCC1CCCO1)c1cc2n(n1)C(C(F)(F)F)CC(c1ccc(F)cc1)N2 (stereo not drawn)	-8	21	2	-8	-5	11	-18	-1	14	3	-7
O=C1CC(N2CCN(c3ccccc3)CC2)C(=O)N1c1ccc2c(c1)OCO2 (stereo not drawn)	10	13	0	-3	12	-8	-6	2	-31	4	1
Oc1ccc(Cl)cc1/C=N/c1nc2ccccc2[nH]1	-22	-248	-1	-23	-21	5	-4	3	-78	-64	-23
CCC1C(=O)CC(c2ccc([N+](=O)[O-])cc2)NC1c1ccc([N+](=O)[O-])cc1 (stereo not drawn)	-6	12	-13	6	-14	3	4	-3	-26	20	-11
O=C1NC2(CCCCC2)C(=O)N1CCS(=O)(=O)Oc1ccccc1	15	10	-5	1	17	-5	-2	-2	-2	-7	0
Nc1[nH]c(C(=O)c2ccccc2)c(-c2ccccc2Cl)c1C(=O)c1ccccc1	3	-11	.	.	16	.	.	.	-13	.	-3
CNc1ncnc2c1ncn2[C@H]1CN(Cc2ccccc2)C[C@@H](CO)O1	-9	10	-1	-14	-11	.	-6	.	-1	8	1
Clc1ccc(CSc2nnnn2-c2ccc3c(c2)OCO3)c(Cl)c1	10	12	-4	0	-2	5	14	1	-21	21	-5
COCCCNS(=O)(=O)c1ccc(C)cc1	-4	9	11	-19	-15	20	-14	1	-13	4	-2

Arranged by SMILES length (descending): some entries from above
SMILES	TROY NFkB inh	HIF-2a inh	KKLEB cytotox	Shn3 3UTR inh	TWEAK-Fn14 inh	MITF TRPM1 inh	CF NFkB inh	NR2E3 ag-1	NR2E3 ag-2	Peg3 promoter	TRAIL sens C8
O=C1CC(N2CCN(c3ccccc3)CC2)C(=O)N1c1ccc2c(c1)OCO2 (stereo not drawn)	10	13	0	-3	12	-8	-6	2	-31	4	1
O=C1NC2(CCCCC2)C(=O)N1CCS(=O)(=O)Oc1ccccc1	15	10	-5	1	17	-5	-2	-2	-2	-7	0
Cc1cccc(C)c1OCC(=O)Nc1ccc2c(c1)OCCO2	-26	-204	-1	-25	-31	-41	-7	3	-84	-195	28
